High-throughput results: PubChem, several laboratories
BCLXL inh: blocks human Bcl-xL binding to Bim BH3 peptide | Q07817 | GST-Bcl-xL / FITC-Bim BH3 peptide fluorescence polarization | inhibition, % at 10.9 µM | hit rate 0.7% among 320,000;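 active = inhibition above the mean of all tested compounds plus 3 SD, cutoff set per campaign, cut at about 30% in these data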;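 note: 0% = DMSO wells and 100% = unlabeled Bim-BH3 peptide competitor; inhibitors lower millipolarization by displacing the labeled peptide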
CIT2 TOR yeast: modulators of TOR pathway CIT2-GFP in S. cerevisiae | GFP response vs DMSO, % at 10 µM | S. cerevisiae CIT2-GFP strain, flow cytometry, 3 h; 100 means same as DMSO wells | hit rate 0.065% among 320,000;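 active = GFP response relative to DMSO above a set limit, near the screen mean plus 3 SD, cut at about 150% in these data; inconclusive = Fewer than 70 cells measured for a yeast strain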;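 note: ratio of well median GFP fluorescence to mean of DMSO wells on the plate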
VLA-4 inh: inhibition in a human VLA-4 binding assay | P13612 | VLA-4 expressing cells, ligand binding flow cytometry | inhibition, % (about 7 µM as worked out from the volumes in the protocol) | hit rate 0.2% among 330,000 | AID 2557; in the data active = inhibition above about 50%
Target sequence (P13612 whole entry, looked up): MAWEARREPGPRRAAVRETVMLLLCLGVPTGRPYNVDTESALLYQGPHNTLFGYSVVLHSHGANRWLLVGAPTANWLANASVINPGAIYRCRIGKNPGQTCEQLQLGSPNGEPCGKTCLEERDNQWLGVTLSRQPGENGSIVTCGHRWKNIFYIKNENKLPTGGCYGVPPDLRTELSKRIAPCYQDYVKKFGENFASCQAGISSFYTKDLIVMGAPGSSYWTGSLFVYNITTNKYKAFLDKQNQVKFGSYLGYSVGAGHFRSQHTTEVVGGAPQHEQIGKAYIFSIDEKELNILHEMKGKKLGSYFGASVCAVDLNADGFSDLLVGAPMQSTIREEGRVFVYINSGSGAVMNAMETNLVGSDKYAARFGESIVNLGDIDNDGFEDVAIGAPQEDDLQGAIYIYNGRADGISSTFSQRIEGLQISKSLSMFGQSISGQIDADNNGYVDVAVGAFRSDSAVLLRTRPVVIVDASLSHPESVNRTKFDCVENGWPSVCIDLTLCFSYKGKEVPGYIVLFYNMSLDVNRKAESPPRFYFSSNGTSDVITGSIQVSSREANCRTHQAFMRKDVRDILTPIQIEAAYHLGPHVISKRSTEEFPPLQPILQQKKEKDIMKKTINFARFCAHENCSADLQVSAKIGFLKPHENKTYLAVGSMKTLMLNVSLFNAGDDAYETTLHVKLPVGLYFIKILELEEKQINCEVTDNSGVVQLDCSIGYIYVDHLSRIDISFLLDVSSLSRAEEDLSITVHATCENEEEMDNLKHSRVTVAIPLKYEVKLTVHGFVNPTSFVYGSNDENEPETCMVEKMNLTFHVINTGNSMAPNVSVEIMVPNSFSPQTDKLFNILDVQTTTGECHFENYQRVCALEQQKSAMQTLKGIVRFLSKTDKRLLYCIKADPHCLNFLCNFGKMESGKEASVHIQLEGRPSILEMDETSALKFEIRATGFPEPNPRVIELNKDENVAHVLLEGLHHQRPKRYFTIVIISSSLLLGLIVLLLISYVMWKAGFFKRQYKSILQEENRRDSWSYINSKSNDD
Fam108B inh: counter-screen for RBBP9 inhibitors: inhibitors of mouse Fam108B | recombinant Fam108B, FP-Rh probe fluorescence polarization | AID 1947 | inhibition, % at 9.51 µM | hit rate 0.33% among 300,000;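 active = inhibition above the screen mean inhibition plus 3 SD, computed separately per campaign, cut at about 18% in these data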;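 note: inhibitors lower polarization as less probe binds the enzyme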
GLD-1 RNA inh: GLD-1-TGE RNA interaction inhibition (C. elegans); purified GLD-1 + fluorescein TGE RNA, fluorescence polarization; hit rate 0.44% among 320,000; inhibition, % at 5.96 µM; Q17339;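 active = percent inhibition above a per-plate cutoff, the plate mean of test compounds plus 3 SD, cut at about 30% in these data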;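 note: 0% = DMSO wells with GLD-1 and probe and 100% = wells lacking GLD-1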
MCL1 BIM primary: MCL1-BIM-BH3 interaction inhibition (human); Q07820; inhibition, % at 10.9 µM; hit rate 0.68% among 320,000; GST-MCL1 / FITC-Bim-BH3 fluorescence polarization;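 active = inhibition above the mean inhibition of all tested compounds plus 3 SD, set per campaign, cut at about 40% in these data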;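 note: 0% = DMSO wells and 100% = unlabeled Bim-BH3 peptide control; higher means more loss of mP so more displacement of Bim peptide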
AGP1-GFP MLPCN: modulators of TOR pathway AGP1-GFP in S. cerevisiae; S. cerevisiae AGP1-GFP multiplex flow cytometry, 3 h; GFP as percent of DMSO wells; GFP response vs DMSO, % at 10 µM; hit rate 0.02% among 320,000;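 active = GFP response relative to DMSO above a set limit, near screen average plus 3 SD, cut at about 150% in these data; inconclusive = fewer than 70 cells counted for the yeast strain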;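 note: median GFP channel fluorescence of the gated AGP1 strain per well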
MEX-5 binding: C. elegans MEX-5 TCR-2 RNA binding activity; AID 1832; hit rate 0.38% among 300,000; activity score (negative = inhibition of binding), % at 10 µM; MEX-5/FITC-TCR2 RNA binding, fluorescence polarization; active compounds read low;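 active = inhibition past about -25% in most replicates, and total fluorescence under double the plate's negative control median, limit read from the data; inconclusive = replicates evenly split on the limit, or fluorescence at least double controls; inactive = too little inhibition in most replicates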;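 note: 0% = DMSO and -100% = 5 µM competing unlabeled TCR2 RNA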
GRK2 aptamer HTS: human GRK2 inhibition via aptamer displacement; P25098; bead flow cytometry, FAM-aptamer displacement from GRK2; inhibition of aptamer binding, % at 10 µM; hit rate 0.59% among 330,000; AID 488847;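 active = inhibition of aptamer binding above 40%, roughly 3 SD of noise, on plates passing a quality check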;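 note: median bead fluorescence of bound FAM aptamer so fluorescent compounds give negative values; no value below 0 was filed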
Active calls of the source: *; u = inconclusive; x = no result given; [ ] = remark or other dose.

Results follow in this order: Fam108B inh	CIT2 TOR yeast	GLD-1 RNA inh	MEX-5 binding	BCLXL inh	GRK2 aptamer HTS	AGP1-GFP MLPCN	VLA-4 inh	MCL1 BIM primary
1) Cn1c(=O)[nH]c(=O)c2[nH]c(CN3CCN(C(=O)c4ccco4)CC3)nc21
  -1	100	-3	0.1	4	2	104	6	3
2) CC(C)NC(=O)CSc1nc(N)c(NC(=O)c2ccccc2F)c(=O)[nH]1
  3	104	-1	-2.4	2	13	99	3	7
3) O=C(CSc1ccc2nnc(-c3cccnc3)n2n1)Nc1ccccc1
  7	96	1	0.9	10	0	94	-11	7
4) O=C(Nc1ccc(S(=O)(=O)N2CCCC2)cc1)C1CC(=O)N(CCc2ccc(F)cc2)C1 (centres undefined)
  x	96	2	x	4	2	94	-18	-8
5) CCCn1c(N)c(N(CCOC)C(=O)c2ccc(N(C)S(=O)(=O)c3ccc(C)cc3)cc2)c(=O)[nH]c1=O
  -4	95	-9	2.5	-14	2	105	-17	-8
6) COc1ccc(N2C(=O)C3CCCN3C2=S)cc1 (centres undefined)
  3	102	-2	-2.0	1	1	103	9	-2
7) Cc1ccc(S(=O)(=O)N2CCN(CC(=O)Nc3ccc(N4CCOCC4)cc3)CC2)cc1C
  3	106	7	0.4	5	1	105	-2	6
8) N/C(Cc1ccc([N+](=O)[O-])cc1)=N\OC(=O)CC1CCCCC1
  3	102	3	x	-3	0	94	22	-3
9) CC(C)(C)c1ccc(S(=O)(=O)N2CCC(CO)(CC3CCCCO3)CC2)cc1 (centres undefined)
  -4	91	4	1.6	1	1	97	-16	3
10) COc1ccc(C2(c3ccc(OC)cc3)NC(=O)N(CC(=O)Nc3cc(C)on3)C2=O)cc1
  x	105	0	x	x	0	101	-12	x
11) CCn1cc(C(=O)N(CCC(C)C)c2c(N)n(Cc3ccccc3)c(=O)[nH]c2=O)c(=O)c2ccc(C)nc21
  8	123	5	0.7	2	2	120	15	1
12) COc1ccccc1Nc1nc(N)nc(CN2CCN(Cc3ccccc3)CC2)n1
  7	98	0	-0.8	3	4	96	-14	7
13) C=CCOc1ccccc1CN1CCCN(C)CC1
  0	105	4	-1.2	6	2	102	-2	9
14) O=C(Nc1ccccc1C(F)(F)F)c1cc(-c2ccc(O)cc2)on1
  1	84	10	1.0	5	0	102	x	5
15) O=C(NCc1ccccc1)C(=O)NCC1COc2ccccc2O1 (centres undefined)
  1	98	-1	-0.9	5	1	104	13	8
16) O=c1[nH]c(/C=C/c2ccccc2Cl)c([N+](=O)[O-])c(=O)[nH]1
  x	102	x	-1.0	x	3	102	-3	x
17) COc1ccc(-n2c(C)nc3c(cnn3-c3ccc(Cl)cc3)c2=O)cc1
  -2	90	4	2.0	-5	0	98	0	-5
18) CN(C)S(=O)(=O)N1CCN(C(=O)c2cccc(Br)c2)CC1
  1	105	-5	0.5	0	1	104	5	4
19) CC(C)CCNC(=O)Cn1c(NCCC(C)C)nc2c1c(=O)n(C)c(=O)n2C
  0	101	4	0.4	-1	0	100	-8	-6
20) CC(C)OCC1CC(CC(=O)NC(=S)Nc2cccc([N+](=O)[O-])c2)C(=O)O1 (centres undefined)
  -2	107	4	-0.7	7	0	104	-6	8
21) COc1ccc(N2CC(C(=O)N/N=C/c3cccs3)CC2=O)cc1 (centres undefined)
  -4	99	-5	-1.2	2	0	99	1	15
22) CCC1S/C(=N\S(=O)(=O)c2cccs2)N(C2CCCCC2)C1=O (centres undefined)
  4	113	-6	-1.0	0	4	98	-16	8
23) CCC1(c2ccc(Cl)cc2)NC(=O)N(CC(=O)N2CCN(C(=O)c3ccco3)CC2)C1=O (centres undefined)
  x	99	-9	x	x	20	99	0	x
24) Cc1ccc(OCc2cn3cccnc3n2)cc1
  5	114	0	-0.4	8	0	106	-1	11
25) CN(Cc1ccccc1)C(=O)CCCn1c(=O)[nH]c2cc(Cl)ccc2c1=O
  3	101	2	0.9	10	0	101	1	-2
26) CC(=O)NC12CC3CC(C1)CC(C(=O)N(C)CC(=O)Nc1cccc(F)c1)(C3)C2
  x	88	1	x	4	2	90	3	10
27) COC(=O)c1cc(S(=O)(=O)Nc2nn(C)c3ccccc23)oc1C
  -3	109	-2	-2.7	6	0	130	0	6
28) Nc1ccc(-c2nnc(-c3ccccc3)o2)cc1
  -2	100	-2	-1.4	4	0	71	-1	7
29) Cc1ccc(O)c(CNc2ccccn2)c1
  1	100	3	0.0	4	0	102	0	-4
30) COc1ccc(N/C=C/C(=O)c2ccccc2)cc1
  2	102	4	0.6	-2	4	98	6	2
31) O=C(Nc1ncc2c(n1)-c1ccccc1OC2)c1ccc(F)cc1
  -7	85	6	0.2	2	2	81	2	-7
32) Cc1ccc(CN(C(=O)COc2ccc([N+](=O)[O-])cc2)C2CCS(=O)(=O)C2)o1 (centres undefined)
  -1	104	2	1.1	5	5	106	0	-2
33) CC(C)N1CCc2c(sc(NC(=O)c3ccco3)c2C(N)=O)C1
  -2	93	3	-0.8	27	1	99	0	20
34) Cc1c(NC(=O)C2Cc3ccccc3CN2C(=O)c2ccco2)c(=O)n(-c2ccccc2)n1C (centres undefined)
  2	x	2	-1.6	-2	3	98	8	-15
35) CCOc1ccc(NC(=O)CN2C(=O)S/C(=C/c3cccn3C)C2=O)cc1
  -23	105	6	-3.3	1	0	93	5	0
36) CC1CCCCC1NC(=O)COc1ncnc2sccc12 (centres undefined)
  x	95	5	x	2	0	97	-1	1
37) COc1ccc2c(c1)CC/C(=C\c1ccc(C)o1)C2=O
  -2	95	39*	-2.2	43*	2	108	11	48*
38) Cc1cc(CNC(=O)c2cccc([N+](=O)[O-])c2C)c2ccccc2n1
  -2	94	-10	1.4	4	0	99	-3	2
39) Cn1c(O)c(C2=c3ccccc3=NC2=O)sc1=Nc1ccc(Cl)cc1
  3	90	5	1.3	2	1	101	10	0
40) Cc1ccc(NC(=O)CSc2nnc(C)c(=O)[nH]2)cc1C
  -2	106	-1	-1.3	-4	0	104	1	-14
41) CCN(CC)c1ccc(CN(C(=O)c2cccs2)C2CCS(=O)(=O)C2)cc1 (centres undefined)
  2	113	13	-0.8	5	0	107	10	10
42) CCOc1ccc(N(C)S(=O)(=O)c2cc(-c3cc(C)no3)ccc2C(C)C)cc1
  -1	93	11	3.8	8	6	90	-1	4
43) Cc1ccc(N(CC(=O)NC(C)C)C(=O)CCC(=O)Nc2nccs2)cc1
  2	u	2	1.1	3	0	99[may fluoresce red and violet]	2	5
44) CCN1CCN(c2cc(C)c3cc(NC(=S)NCc4cccs4)ccc3n2)CC1
  -2	100	2	-2.0	4	0	102	-3	5
45) CN(C)C(=O)COc1ncnc2sc(-c3ccccc3)cc12
  0	104	-6	-0.3	-1	0	92	5	-12
46) O=C(COC(=O)c1cc(S(=O)(=O)N2CCOCC2)ccc1F)NCc1ccco1
  2	104[may fluoresce green]	2	1.2	7	0	109[may fluoresce green]	6	-2
47) Cc1nc2ccc(NC(=S)N3CCCC3)cc2nc1C
  1	91	-6	-1.4	-2	0	92	3	-1
48) COCCOc1cc(N(CC(=O)N(C)C)S(=O)(=O)c2ccccc2)c(Cl)cc1Cl
  2	90	-5	0.3	2	0	96	-4	2
49) Cc1ccc2c(CC(=O)N(C)c3c(N)n(Cc4ccccc4)c(=O)[nH]c3=O)coc2c1
  -2	91	6	-0.7	-1	0	104	-4	1
50) Cc1ccc(/C=C/C(=O)Nc2nnc(SCc3ccc(C#N)cc3)s2)o1
  -5	102	-11	0.8	6	100*	100	-10	8
51) COc1cccc(Cn2cc(C(=O)NCCN(C)C)nn2)c1
  0	102	-4	0.4	5	1	100	-12	3
52) CC1(C)CC(=O)C(C(=S)Nc2ccc(F)cc2)=C(NCCN2CCOCC2)C1
  1	97	7	0.3	8	0	106	11	12
53) N#Cc1cccc(NC(=O)COC(=O)c2ccccc2Sc2ccccc2C#N)c1
  -24	111	2	2.9	2	0	107	15	1
54) N#Cc1ccc(Cl)cc1NC(=O)COC(=O)c1ccc2c(c1)OCCO2
  -4	88	8	-4.9	3	22	94	-2	1
55) C/C=C\C=C\C(=O)Nc1cccc(C2=NOC3(C2)C[C@@H](C(N)=O)N(C(=O)C(c2ccccc2)c2ccccc2)C3)c1 (some centres undefined)
  -20	96	1	3.7	3	7	85	10	-1
56) Cc1ccc(-n2cc[nH]c2=S)cc1C
  0	103	-1	1.1	-21	4	102	5	-11
57) CCc1nn(CC(=O)NCCCN2CCN(C)CC2)c(=O)c2cc3sc(C)cc3n12
  3	94	5	-0.2	2	4	98	19	-1
58) Cc1cc(C)c(OCC(=O)OC(C)C(=O)NC2CC2)c(C)c1 (centres undefined)
  7	91	5	0.7	-5	0	95	-7	-6
59) Cc1cc(=O)oc2cc(OCc3cc4c(cc3Cl)OCO4)ccc12
  -2	83	8	-2.0	6	1	92	0	7
60) COc1cc(-c2nc(-c3ccncc3)no2)cc(OC)c1OC
  -5	103	0	0.0	5	2	96	4	0
61) CCOC(=O)C1C2C=CC3(CN(Cc4ccccc4)C(=O)C13)O2 (centres undefined)
  1	110	-11	0.4	3	0	106	-5	7
62) COC(=O)[C@]1(Cc2ccccc2)N[C@H](CN(C)C(=O)c2ccc(F)cc2)[C@@H]2C(=O)N(Cc3ccccc3)C(=O)[C@@H]21
  x	95	-1	x	x	4	98	-4	x
